CHRM5 antagonist = blocks acetylcholine activation of human M5 receptor; inhibition, % at 3 µM; 0.59% of 360,000 active; CHO-hM5 cells, Fluo-8 calcium fluorescence, ACh EC80; P08912; AID 624040;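 active = inhibition above a per-plate cutoff, the mean of that plate's test compounds plus 3 SD, cut at about 27% in these data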;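 note: 0% = acetylcholine EC80 with DMSO and 100% = DMSO without agonist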
Target sequence (P08912 whole entry, looked up): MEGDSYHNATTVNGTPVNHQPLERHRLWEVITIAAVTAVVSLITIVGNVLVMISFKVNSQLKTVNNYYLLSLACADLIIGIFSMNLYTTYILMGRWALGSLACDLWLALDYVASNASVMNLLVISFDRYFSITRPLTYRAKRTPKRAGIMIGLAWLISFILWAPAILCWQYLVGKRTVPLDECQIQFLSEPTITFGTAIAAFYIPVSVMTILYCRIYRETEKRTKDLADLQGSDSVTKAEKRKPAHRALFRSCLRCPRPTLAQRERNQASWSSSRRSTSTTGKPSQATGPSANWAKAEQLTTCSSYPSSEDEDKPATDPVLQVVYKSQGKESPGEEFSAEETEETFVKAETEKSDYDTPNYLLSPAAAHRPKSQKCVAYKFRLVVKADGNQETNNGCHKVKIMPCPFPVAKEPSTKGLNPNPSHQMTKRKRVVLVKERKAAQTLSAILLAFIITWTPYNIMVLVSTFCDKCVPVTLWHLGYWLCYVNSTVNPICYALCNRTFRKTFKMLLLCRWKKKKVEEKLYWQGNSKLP
M5 PAM = potentiates acetylcholine response at human M5 receptor; P08912; 0.3% of 360,000 active; CHO-K1 hM5, Fluo-8 calcium, ACh EC20 PAM; 0% = ACh EC20, 100% = ACh EC100; activation, % at 3 µM; AID 624038;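 active = activation above the run cutoff, the mean activation of all test compounds plus 3 SD, cut at about 18% in these data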
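Assay system – human M5 receptor in CHO-K1 cells · Read-out – % activation, ACh-normalized · Technique – Fluo-8 calcium fluorescence · Dosing – single-point, 3 µM nominal · Incubation – Fluo-8 loading 80 min at 37 °C plus 30 min room temperature · Repeats – singlicate, one well per test compound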
CHRM4 PAM = potentiates acetylcholine response at human M4 receptor; P08173; CHO-K1 hM4/Gqi5, Fluo-8 calcium fluorescence, ACh EC20; 0% = ACh EC20, 100% = maximal ACh; activation, % at 3 µM; 0.4% of 360,000 active;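 active = activation above its plate's cutoff, the mean activation of sample wells plus 3 SD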; note: some results filed as inactive read as strong as hits
Target sequence (P08173 whole entry, looked up): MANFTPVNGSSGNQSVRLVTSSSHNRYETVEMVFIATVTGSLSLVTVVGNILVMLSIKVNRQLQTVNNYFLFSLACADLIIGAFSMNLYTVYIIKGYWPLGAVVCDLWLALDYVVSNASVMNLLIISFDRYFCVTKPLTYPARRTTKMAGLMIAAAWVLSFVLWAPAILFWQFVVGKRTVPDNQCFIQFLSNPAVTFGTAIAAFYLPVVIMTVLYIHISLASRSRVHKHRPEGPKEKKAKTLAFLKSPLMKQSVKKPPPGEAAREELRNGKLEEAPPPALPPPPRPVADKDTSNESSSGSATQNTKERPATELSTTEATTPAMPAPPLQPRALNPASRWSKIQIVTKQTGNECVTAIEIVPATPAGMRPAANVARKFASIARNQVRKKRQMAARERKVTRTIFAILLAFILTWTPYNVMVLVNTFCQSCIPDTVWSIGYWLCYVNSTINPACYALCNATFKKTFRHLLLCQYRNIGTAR
M4 antag = blocks acetylcholine activation of human M4 receptor; P08173; CHO-hM4 cells, ACh EC80, Fluo-8 calcium fluorescence; inhibition, % at 3 µM; 0.73% of 360,000 active;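 active = inhibition above its plate's cutoff, the mean inhibition of sample wells plus 3 SD, cut at about 27% in these data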;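 note: 0% = acetylcholine EC80 with DMSO and 100% = DMSO without agonist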
M4 ag = agonists of human muscarinic M4 receptor (CHRM4). P08173. CHO-K1 hM4/Gqi5, Fluo-8 calcium fluorescence; vehicle 0%, full acetylcholine response 100%. activation, % at 3 µM. 0.14% of 360,000 active;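 active = activation above the run mean over all test wells plus 3 SD, cut at about 32% in these data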;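 note: peak over basal fluorescence ratio per well then scaled between controls; 0% = DMSO wells and 100% = acetylcholine at EC100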
CRFR2-BP ag = agonists of human CRF-binding protein/CRF-R2 receptor complex | AID 588473 | activation, % at 13.2 µM | 0.46% of 350,000 active | HEK293 CRF-R2/CRF-BP, calcium dye fluorescence (FLIPR); percent of saturating CRF peptide response;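 active = activation of at least 50%, plus an integration ratio under a set limit after plate pattern correction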;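 note: plate controls were neutral control wells without compound for no effect and CRF at EC100 for full effect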
IDE cell inh = inhibits human insulin-degrading enzyme in HEK cells; P14735; FAbetaB cleavage, fluorescence polarization; inhibition, % at 5.59 µM; 0.41% of 320,000 active;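 active = percent inhibition above the average of all tested compounds plus 3 SD, set per screening campaign, cut at about 16% in these data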;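 note: IDE supplied by intact live HEK cells; FP after avidin binding of uncleaved biotin substrate so inhibition keeps polarization high; 0% = DMSO wells and 100% = 60 µM reference IDE inhibitor Ii1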
CHRM5 agonist = agonists of human muscarinic M5 receptor (CHRM5). P08912. CHO-K1 hM5 cells, Fluo-8 calcium fluorescence; 0% DMSO wells, 100% maximal acetylcholine response. activation, % at 3 µM. 0.19% of 360,000 active;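 active = activation above the run's mean over test compounds plus 3 SD, cut at about 23% in these data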;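 note: signal is peak over basal fluorescence ratio across the kinetic read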
CRFBP-R2 block = antagonists of CRF-binding protein/CRF-R2 receptor complex | HEK293 CRF-R2/CRF-BP, CRF-induced calcium fluorescence | inhibition, % at 11.8 µM | 0.59% of 350,000 active;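 active = inhibition of the ligand-induced calcium signal above about 50% at the single tested concentration, limit read from the data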
Starred values were filed as active, the others as inactive; · = not tested or not shown.

SMILES	CHRM5 antagonist	M5 PAM	CHRM4 PAM	M4 antag	M4 ag	CRFR2-BP ag	IDE cell inh	CHRM5 agonist	CRFBP-R2 block
CCOC(=O)N1CCN(S(=O)(=O)CCNC(=O)c2ccccc2)CC1	-6.6	4.3	-2.0	-2.9	1.0	5.8	7.7	2.6	8.4
NC(=O)Cc1ccc(C(=O)CSc2nnc(-c3ccncc3)n2C2CC2)s1	8.2	4.5	10.0	-6.7	0.7	-0.2	0.8	5.4	4.4
COC(=O)C1CCN(S(=O)(=O)c2ccc(OC)cc2)CC1	8.4	-4.9	-0.4	5.3	-0.6	-0.2	4.2	-5.1	9.9
CCCn1c(=NC(=O)c2ccncc2)c(C#N)cc2c(=O)n3cccc(C)c3nc21	2.1	2.3	1.2	2.2	-0.2	-1.0	·	1.1	4.6
O=C(COc1cc(Cl)ccc1Cl)Nc1ccc2[nH]c(=O)[nH]c2c1	-2.0	2.6	5.4	-11.8	3.0	-2.3	2.8	3.4	11.7
O=C(Nc1cccc(S(=O)(=O)N2CCCCCC2)c1)C1=COCCO1	-12.2	8.1	3.8	-2.8	1.2	-1.0	0.8	-2.6	-8.7
C=CCn1c(O)c(/C=C2\C=NN=C2c2ccccc2)sc1=S	-0.1	-6.3	-6.9	9.2	-0.4	-0.5	4.5	-4.2	25.7
Cn1c(-c2ccccc2)cc2onc(-c3ccccc3)c2c1=O	-1.1	5.7	13.5	-12.5	6.5	2.1	-4.3	1.1	-10.8
CC(C)CC(=O)NNC(=O)c1ccc(Cl)cc1	-3.3	10.1	3.7	-11.4	1.1	-2.2	0.2	1.7	2.0
CCC1C(=O)NCCN1C(=O)c1ccc2nc(Cc3cccc(Cl)c3)oc2c1 (configuration not stated)	-5.8	8.8	-0.9	-2.9	1.4	1.3	2.6	0.5	-16.9
COc1ccc(C(c2nnnn2CC2CCCO2)N2CCC(C(N)=O)CC2)cc1 (configuration not stated)	1.7	1.4	-2.6	5.2	0.9	2.0	0.2	-2.2	23.8
C=CCn1c(Cc2csc(N)n2)nnc1SCC(=O)Nc1ccccc1C(F)(F)F	2.6	2.8	5.6	1.4	1.6	-4.0	-1.4	1.5	10.7

Results in M4 antag, for some of the entries so far:
structure	M4 antag
O=C(COc1cc(Cl)ccc1Cl)Nc1ccc2[nH]c(=O)[nH]c2c1	-11.8
O=C(Nc1cccc(S(=O)(=O)N2CCCCCC2)c1)C1=COCCO1	-2.8

Next results:
SMILES	CHRM5 antagonist	M5 PAM	CHRM4 PAM	M4 antag	M4 ag	CRFR2-BP ag	IDE cell inh	CHRM5 agonist	CRFBP-R2 block
CCN(CC)CCN1CNC(=S)NC1	7.2	-1.4	9.0	-5.0	0.4	0.1	·	0.2	1.6
Cc1ccc(/C=N/NC(=O)C(C)NC(=O)c2ccccc2)cc1 (configuration not stated)	7.4	-1.4	6.0	12.6	-0.3	-0.4	-1.6	-2.7	1.0
COc1cc(C(=S)N2CCOCC2)ccc1OC(=O)c1cccc(C)c1	14.1	-10.8	-12.1	13.2	13.6	-0.2	-1.6	-6.8	6.8
CCc1ccc2[nH]c(C(=O)Nc3ccc(F)cc3Br)cc2c1	-1.2	-6.1	5.6	-0.4	0.2	-1.7	-2.8	-3.7	2.6
CC1(C)CC(=O)C2=C(C1)OC(=O)CC2c1cccs1 (configuration not stated)	7.4	-0.3	-4.5	5.6	-0.1	0.6	-3.1	-1.4	19.6
Cc1cccc(C)c1OCC(=O)Nc1ccc(S(=O)(=O)Nc2ccccn2)cc1	7.1	-3.0	-2.5	2.4	-0.9	-2.8	1.3	-4.5	0.3
Cc1nn(-c2ccccc2)c2c1C(=O)N(Cc1ccccc1)C(=O)C(C)(C)C2	-3.0	-10.9	-0.6	8.1	0.7	2.5	1.1	-10.8	30.8
COc1cccc(CNc2nc3cc(-c4ccc(C(=O)N5CCN(C)CC5)cc4)sc3c(=O)n2C)c1	-5.8	0.1	3.7	-13.7	4.5	·	·	-0.8	·
O=C(O)c1ccc(/C=N/NC(=O)c2cc3c(ccc4ccccc43)o2)cc1	10.4	-6.2	-0.4	4.6	0.6	-0.7	-5.5	-5.1	5.9
N#Cc1cccc(NC(=O)CCNC(=O)c2ccccc2Cl)c1	-3.1	7.3	7.7	0.8	2.2	0.3	2.3	-0.7	6.3
Cc1ccc(S(=O)(=O)N2[C@@H](c3ccc(C(C)(C)C)cc3)C(C(=O)O)=CC[C@H]2c2ccc(C(C)C)cc2)cc1	1.5	0.0	3.5	-12.4	-0.4	21.6	-6.7	1.8	17.7
CC(CN1CCCC1)OC(=O)c1ccc(Br)cc1 (configuration not stated)	14.3	-6.8	-14.2	6.0	15.5	0.5	2.5	-3.3	1.6
Cc1ccc(C(=O)Nn2cnnc2)c(Cl)c1	-1.3	1.4	-4.0	-0.6	1.2	-1.0	-0.9	-0.8	14.4
Cc1ccc(NC(=O)COC(=O)c2c(C)nn(-c3ccccc3)c2C)cc1	12.3	-4.4	4.9	-2.1	1.9	1.1	0.5	-2.9	5.7
CC(=O)c1cccc(OC(=O)c2ccccc2)c1	11.8	-4.2	-3.9	-3.3	6.8	-2.3	·	-1.2	12.2
COc1ccc(NS(=O)(=O)c2cc(NC(=O)/C=C/c3cc(OC)c(OC)c(OC)c3)ccc2N2CCCCC2)cc1	8.1	-3.0	3.6	-3.3	1.1	-0.9	3.3	-3.6	-3.0
CSc1ccc(CN2CCC(C)(Oc3ccc(-n4ccnc4)cc3)C2)cc1 (configuration not stated)	4.9	-4.5	-11.6	13.8	3.9	·	·	-0.5	·
CN(C(=O)c1cn2ccccc2n1)c1c(N)n(Cc2ccccc2)c(=O)[nH]c1=O	7.5	-0.1	7.3	6.1	1.2	-0.6	-1.9	1.8	-3.1
CCOC(=O)NC(=O)/C(C#N)=C\Nc1ccc(Cl)cc1Cl	-6.6	3.9	10.5	-1.1	1.1	-0.8	-0.5	-0.5	10.9
CCNC(=O)C1(C)CCCN(C(=O)c2ccc(OC)c(F)c2)C1 (configuration not stated)	1.7	2.1	8.3	-1.9	0.2	·	·	-0.4	·
CC(=O)c1ccc(NC2OC(CO)C(O)C(O)C2O)cc1 (configuration not stated)	0.2	0.2	0.4	3.4	0.9	0.5	2.0	0.3	-1.8
COc1cccc(N2CCN(C(=O)CC(C)(C)CC3=NS(=O)(=O)c4ccccc4N3)CC2)c1	26.9*	-17.6	-15.0	1.2	25.5	-0.2	-1.5	2.4	0.2
O=C(O)C1[C@H]2C(=O)N(C3CCCC3)C[C@]23C=C[C@H]1O3 (some centres not stated)	3.8	-2.0	-5.9	3.6	0.9	0.7	1.2	2.6	-1.5
CN(C)c1ncnc2c1ncn2C1OC(CO)C(O)C1O (configuration not stated)	0.5	-2.8	9.6	10.1	0.7	0.7	-1.2	2.4	0.6
COc1ccccc1-n1cc(C(=O)NCC(=O)N2CCN(Cc3ccccc3)CC2)c2ccccc2c1=O	7.9	2.5	-0.2	-0.6	3.0	-3.0	-3.4	-1.4	9.3
CCN(CC)CCNC(=O)c1ccc(Sc2ccc(Cl)cc2)c(NC(C)=O)c1	8.1	-2.2	-7.6	10.4	0.2	0.7	-1.9	-2.6	-10.2
CN(Cc1cnccn1)Cc1ccccc1OCC(O)CN1CCc2ccccc2C1 (configuration not stated)	11.4	-2.4	-4.5	-4.2	4.4	-3.0	-1.2	-4.5	27.7
CSC1SCC2C(=O)N(C)C(C(C)C)C(=O)OCC(NC(=O)c3cnc4ccccc4n3)C(=O)NC(C)C(=O)N(C)C1C(=O)N(C)C(C(C)C)C(=O)OCC(NC(=O)c1cnc3ccccc3n1)C(=O)NC(C)C(=O)N2C (configuration not stated)	7.7	1.8	13.5	-10.7	0.8	-1.0	·	-0.4	2.2
Cc1ccc(-c2csc3ncn(CC(=O)O)c(=O)c23)cc1C	-4.8	12.2	0.9	4.8	0.0	0.2	2.9	3.5	1.9
O=C(c1ccc(N2CCN(C(=O)c3cccc(F)c3)CC2)cc1)c1cccc(F)c1	0.0	2.3	-2.8	-7.8	9.2	1.4	-4.4	1.6	8.4
CCOc1ccc2oc(C(=O)N(C)CC(=O)Nc3ccc(OCC)c(OCC)c3)c(C)c2c1	6.8	-1.2	5.2	-4.9	0.8	0.4	-5.7	-4.0	7.0
CCN(CC)C(=O)C1=C(C)N(Cc2ccc(F)cc2)C(=O)C(CC(=O)NC2CCCC2)C1 (configuration not stated)	3.4	-2.0	1.6	-1.2	0.7	-0.6	·	0.6	0.4
Nc1nc2c(s1)CC(c1ccccc1)CC2 (configuration not stated)	-2.6	-14.6	-4.4	12.7	0.8	-1.1	1.4	-11.8	-12.9
CCOc1ccc(CCNC(=O)CN2C(=O)NC3(CCCC3)C2=O)cc1OCC	-2.8	7.1	-1.5	3.0	0.7	0.6	-2.5	-3.6	-0.5
Cc1ccc(NC(=O)COC(=O)CSC(=S)N2CCOCC2)cc1C	5.2	2.1	2.3	-2.9	3.0	0.7	2.8	3.8	2.9
OC1CCCN(c2c3c(nc4cc(-c5cccc(Cl)c5)nn24)CCC3)C1 (configuration not stated)	21.0	-17.0	-7.9	9.0	13.3	-1.0	-0.6	-1.1	-2.8
Fc1cccc(COc2ccccc2CNc2ccccc2)c1	-1.8	2.7	-3.8	11.6	-1.3	-1.1	8.6	-3.2	-5.4
COc1ccc(N2CCN(S(=O)(=O)c3cnc[nH]3)CC2)cc1	5.3	-1.2	-3.5	8.4	0.3	1.1	3.7	1.5	9.5
Cn1c(=O)c2c(nc(NCc3ccc4c(c3)OCO4)n2Cc2ccc(F)cc2)n(C)c1=O	2.9	-3.0	-12.7	15.1	1.5	4.3	10.6	-3.2	-6.1
Cc1cccc(C(C#N)c2nc3ccccc3nc2C(F)(F)F)c1 (configuration not stated)	6.5	-4.5	-2.2	-6.0	-1.8	4.3	-4.2	-8.2	8.6
CC(C)(C)NC(=O)CC1C[C@H](C(=O)N2CCOCC2)[C@@]2(C)c3[nH]c4ccccc4c3CCN2C1=O (some centres not stated)	5.1	1.3	4.2	-2.3	0.0	-0.7	-1.4	1.1	5.3
COCCNC(=O)C1(C)CCCN(C(=O)c2ccccc2C(F)(F)F)C1 (configuration not stated)	0.8	2.5	1.9	-0.3	0.0	·	·	-0.1	·
COCCNC(=O)c1cc(-c2ccc(Cl)c(Cl)c2)on1	0.7	-4.2	-1.2	-21.4	0.8	1.8	1.8	1.5	8.0
OCC1(CO)COC(/C=C/c2ccccc2)=N1	-7.5	5.1	0.1	-6.0	1.5	-2.5	-2.4	1.7	-0.3

Rewritten with values under each structure: part of the list above
Every second line gives: CHRM5 antagonist | M5 PAM | CHRM4 PAM | M4 antag | M4 ag | CRFR2-BP ag | IDE cell inh | CHRM5 agonist | CRFBP-R2 block
> COc1ccc(N2CCN(S(=O)(=O)c3cnc[nH]3)CC2)cc1
    5.3 | -1.2 | -3.5 | 8.4 | 0.3 | 1.1 | 3.7 | 1.5 | 9.5
> Cn1c(=O)c2c(nc(NCc3ccc4c(c3)OCO4)n2Cc2ccc(F)cc2)n(C)c1=O
    2.9 | -3.0 | -12.7 | 15.1 | 1.5 | 4.3 | 10.6 | -3.2 | -6.1
> Cc1cccc(C(C#N)c2nc3ccccc3nc2C(F)(F)F)c1 (configuration not stated)
    6.5 | -4.5 | -2.2 | -6.0 | -1.8 | 4.3 | -4.2 | -8.2 | 8.6
> CC(C)(C)NC(=O)CC1C[C@H](C(=O)N2CCOCC2)[C@@]2(C)c3[nH]c4ccccc4c3CCN2C1=O (some centres not stated)
    5.1 | 1.3 | 4.2 | -2.3 | 0.0 | -0.7 | -1.4 | 1.1 | 5.3

Screening results from PubChem BioAssay.
